Source: PubChem BioAssay
TROY NFkB inh: inhibitors of TROY-driven NF-kB signaling, primary screen, Q293 LMP1-TROYcd cells, NF-kB luciferase, uHTS | Q293 LMP1-TROYcd NF-kB luciferase reporter, 4 h | inhibition, % at 10 µM | hit rate 0.98% among 360,000 | AID 1347056, 2019;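 active means compounds whose plate-normalised and pattern-corrected inhibition of the luciferase reporter signal at the single screening dose is 50% or more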
Shn3 3UTR inh: reduction of Shn3 3'UTR firefly luciferase signal, primary screen, Schnurri-3 inhibitor project, cell-based, Clone20 osteoblasts, set 2; Clone20 osteoblast Shn3 3'UTR firefly luciferase, 24 h; inhibition, % at 12.5 µM; hit rate 0.52% among 360,000;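 active means mean inhibition of at least 75% with every replicate also reaching 75%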;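 further: 0% = median of neutral control wells and 100% = pilot-screen positive control compound; some compounds past the cut are filed as inactive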
SRC1 inh: SRC1 coactivator transcriptional activity inhibitors, primary screen, cell-based, luminescence; Nuclear receptor coactivator 1 (Homo sapiens), Q15788; HEK293 GAL4-SRC1 luciferase reporter; inhibition, % at 3.6 µM; hit rate 0.12% among 360,000;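 active means inhibition above the campaign mean plus 3 SD, with each screening campaign given its own cutoff, cut at about 60% in these data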;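 further: 0% = DMSO treated cells and 100% = gossypol at 36 µM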
NR5A2 inv ag: LRH-1 (NR5A2) inverse agonists, primary screen, cell-based, luminescence, HEK293T, StAR-luciferase reporter; Nuclear receptor subfamily 5 group A member 2 (Homo sapiens), O00482; LRH-1 transfected, 24 h; inhibition, % at 3.6 µM; hit rate 0.13% among 360,000; AID 602396, 2012;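 active means inhibition above the mean inhibition of all tested compounds plus 3 SD, cut at about 73% in these data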;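 further: 0% = DMSO wells and 100% = reporter-only cells lacking LRH-1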
COUP-TFII inh: NR2F2 transcriptional activity inhibitors, primary screen, cell-based, luciferase reporter, HEK293T, luminescence; COUP transcription factor 2 (Homo sapiens), P24468; HEK293T NGFI-A luciferase reporter; inhibition, % at 8.6 µM; hit rate 0.7% among 370,000; AID 686940, 2013;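 active means inhibition above a per-plate cutoff, mean inhibition of test wells between control levels plus 3 SD, cut at about 38% in these data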;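 further: cells cotransfected with COUP-TFII expression vector driving the NGFI-A reporter; 0% = median of COUP-TF2 test wells and 100% = reporter-only cells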
SRC3 inh: SRC3 coactivator transcriptional activity inhibitors, primary screen, cell-based, luminescence; hit rate 0.17% among 360,000; HEK293 GAL4-SRC3 luciferase reporter; Nuclear receptor coactivator 3 (Homo sapiens), Q9Y6Q9; inhibition, % at 3.6 µM;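 active means inhibition above a per-campaign cutoff, the mean of all compounds plus 3 SD, cut at about 60% in these data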;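 further: 0% = DMSO-treated cells and 100% = gossypol-treated cells at 36 µM; higher means less SRC3-driven luciferase light from the GAL4 reporter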
Target sequence (Q9Y6Q9 whole entry, looked up, the tested form may be a part): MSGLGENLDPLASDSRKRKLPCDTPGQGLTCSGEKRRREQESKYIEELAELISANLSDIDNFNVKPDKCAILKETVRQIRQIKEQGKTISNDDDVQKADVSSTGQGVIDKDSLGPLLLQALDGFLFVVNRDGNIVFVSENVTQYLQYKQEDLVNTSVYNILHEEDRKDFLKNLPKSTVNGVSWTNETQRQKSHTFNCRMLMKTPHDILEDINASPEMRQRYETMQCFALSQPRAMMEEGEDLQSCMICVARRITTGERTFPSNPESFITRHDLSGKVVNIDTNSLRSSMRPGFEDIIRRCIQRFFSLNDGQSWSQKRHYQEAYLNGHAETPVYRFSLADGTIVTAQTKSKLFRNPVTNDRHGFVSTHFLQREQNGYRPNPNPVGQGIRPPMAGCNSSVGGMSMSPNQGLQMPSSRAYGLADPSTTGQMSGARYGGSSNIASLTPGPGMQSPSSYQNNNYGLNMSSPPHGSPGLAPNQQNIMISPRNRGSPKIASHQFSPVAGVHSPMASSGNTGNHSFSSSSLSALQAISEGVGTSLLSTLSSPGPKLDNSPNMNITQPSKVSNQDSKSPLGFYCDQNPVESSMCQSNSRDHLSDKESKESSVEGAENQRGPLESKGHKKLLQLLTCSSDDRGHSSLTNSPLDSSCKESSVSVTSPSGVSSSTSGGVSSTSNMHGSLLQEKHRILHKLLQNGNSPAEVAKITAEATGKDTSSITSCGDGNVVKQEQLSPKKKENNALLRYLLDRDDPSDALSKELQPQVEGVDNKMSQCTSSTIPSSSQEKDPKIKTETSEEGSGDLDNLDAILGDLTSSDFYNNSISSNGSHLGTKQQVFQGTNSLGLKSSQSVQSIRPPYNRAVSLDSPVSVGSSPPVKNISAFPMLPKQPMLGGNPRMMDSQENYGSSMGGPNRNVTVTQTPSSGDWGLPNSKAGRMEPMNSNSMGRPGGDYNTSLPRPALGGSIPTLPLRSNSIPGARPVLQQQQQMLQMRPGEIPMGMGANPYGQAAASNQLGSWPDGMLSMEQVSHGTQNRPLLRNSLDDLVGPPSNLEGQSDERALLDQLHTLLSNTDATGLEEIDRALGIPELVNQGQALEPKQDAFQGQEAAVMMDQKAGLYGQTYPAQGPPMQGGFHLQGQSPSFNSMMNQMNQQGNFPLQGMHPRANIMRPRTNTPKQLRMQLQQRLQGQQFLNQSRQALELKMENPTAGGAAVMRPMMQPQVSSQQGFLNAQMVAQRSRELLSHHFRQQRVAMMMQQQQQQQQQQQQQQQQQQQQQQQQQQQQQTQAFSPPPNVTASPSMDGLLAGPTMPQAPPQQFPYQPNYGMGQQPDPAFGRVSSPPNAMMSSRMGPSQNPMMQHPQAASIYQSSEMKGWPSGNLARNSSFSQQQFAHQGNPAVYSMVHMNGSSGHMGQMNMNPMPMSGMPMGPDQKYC
CF NFkB block: inhibitors of PAF-induced NF-kB signaling, primary screen, cell-based, GFP fluorescence, uHTS; KKLEB NF-kB-GFP reporter, GFP fluorescence overnight; inhibition, % at 5 µM; hit rate 0.86% among 360,000;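 active means at least 50% inhibition at 5 µM, scaled per plate between neutral and stimulator controls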;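 further: PAF is a Pseudomonas aeruginosa culture filtrate used as stimulus; plate controls were PAF-stimulated DMSO wells for no effect and unstimulated DMSO wells for full effect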
TWEAK-Fn14 inh: inhibitors of TWEAK-Fn14 signaling, primary screen, luciferase reporter cells, uHTS | TWEAK-stimulated Fn14 reporter cells, luciferase luminescence, 8 h | inhibition, % at 10 µM | hit rate 2% among 360,000; in the data active means inhibition above about 50%
LMP1 NFkB inh: EBV LMP1-driven NF-kappaB luciferase reporter inhibitors, primary screen, cell-based, luminescence, single point | LMP1-induced NF-kappaB luciferase reporter cells | inhibition, % at 12.5 µM | hit rate 0.69% among 350,000 | AID 504558, 2011; in the data active means inhibition above about 41%;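 further: 0% = neutral control wells and 100% = reference inhibitor control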
TRAIL sens C8: viability loss with TRAIL in NB7+C8 cells, primary screen, TRAIL sensitizer project, cell-based, ATPlite luminescence; inhibition (viability loss, TRAIL sensitization), % at 10 µM; hit rate 1% among 360,000; AID 624354, 2012;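 active means compounds causing at least 50% loss of cell viability in the single-dose screen, relative to plate controls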
KKLEB tox: cytotoxicity in KKLEB CF airway cells, primary screen, cytotoxicity control for CF NF-kB inhibitor project, cell-based, uHTS, fluorescence assay plates; AID 602141, 2011; hit rate 0.36% among 360,000; KKLEB CF airway cells viability, ATPlite luminescence, overnight; active compounds read low; cells stimulated with P. aeruginosa culture filtrate; activity change (cytotoxicity), % at 5 µM;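 active means corrected activity change at or below -50% at 5 µM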
The depositor's hits bear a star; . = no result given.

structure | TROY NFkB inh | Shn3 3UTR inh | SRC1 inh | NR5A2 inv ag | COUP-TFII inh | SRC3 inh | CF NFkB block | TWEAK-Fn14 inh | LMP1 NFkB inh | TRAIL sens C8 | KKLEB tox
FC(F)(F)c1cccc(OCCN2CCN(Cc3ccccc3)CC2)c1 | 5 | -42 | -9 | 0 | 1 | 14 | 9 | -5 | -8 | 11 | -22
C=CCOc1ccccc1C(=O)/C=C1/C(=O)Nc2ccccc21 | 20 | 64 | -8 | 23 | 17 | -6 | 92* | 24 | 5 | 12 | -49
COc1ccc(C(=O)Nc2ccc(NC(=O)c3ccco3)c(Cl)c2)cc1OC | -1 | 8 | 3 | -3 | 9 | -6 | -11 | -13 | -5 | 5 | 19
O=C(c1cccc(Oc2ccccc2)c1)N1CCOCC1 | 13 | 21 | -11 | -19 | 17 | -6 | -9 | 1 | 9 | -9 | 2
O=C(Nc1ccc(S(=O)(=O)NCCc2ccccc2)cc1)c1ccncc1 | 13 | 45 | 1 | 33 | 33 | 26 | 21 | 12 | 16 | 31 | -16
COc1ccc(C2(C(=O)Nc3ccc(C)cc3)CCOCC2)cc1 | -16 | 4 | 6 | 3 | 16 | 14 | 3 | -7 | -1 | -16 | -5
CCN(C(=O)c1cc2c(=O)n3cccc(C)c3nc2s1)C1CCCCC1 | -12 | -9 | -8 | 24 | -12 | -16 | 6 | 32 | -14 | -4 | -7
Cc1onc(-c2ccccc2)c1C(=O)n1cccn1 | 21 | 2 | -7 | 2 | 10 | -2 | 2 | 4 | -4 | -18 | -10
Cc1nn(-c2cc(N3CCOCC3)ccc2[N+](=O)[O-])c(=O)c2ccccc12 | 8 | 18 | 20 | 6 | 10 | -8 | 4 | -6 | 3 | -5 | -10
CC(=O)NC(=S)Nc1cc(C(=O)O)ccc1Cl | -3 | 2 | 7 | 9 | 20 | 16 | -11 | 0 | -13 | -5 | 7
CN(C)Cc1cc(CN(C)C)c(O)c(CCc2ccccc2)n1 | -5 | -5 | -10 | -7 | -6 | 2 | 4 | 4 | -38 | 6 | -4
COc1cc(Nc2cc(C)nc3ncnn23)cc(OC)c1OC | -17 | -9 | -11 | -2 | -15 | 7 | -11 | 9 | 10 | 1 | 1
COc1ccc(NS(=O)(=O)c2cc(NC(=O)c3ccccn3)ccc2OC)cc1Br | 11 | 3 | -8 | 2 | 1 | 14 | -40 | 12 | -3 | -3 | 13
Cc1nn(Cc2ccc(Cl)cc2)c2sc(C(=O)OCC(N)=O)cc12 | 5 | 11 | 0 | -5 | 6 | -1 | -12 | -10 | 18 | 1 | -9
O=C1C=C(c2ccc(Br)c3ccccc23)C[C@@H](c2ccc3c(c2)OCO3)C1 | -3 | -8 | -2 | -29 | 22 | -5 | 45 | -23 | -1 | -12 | -13
O=C(COc1cccc(Cl)c1)NCC(c1cccs1)N1CCOCC1 (stereo unspecified) | -15 | 2 | 8 | -12 | 4 | 15 | 17 | -20 | 0 | -4 | -6
Cc1nc(SCC(=O)NC2CCCC2)c2oc3ccccc3c2n1 | -3 | 24 | -12 | 8 | -3 | -26 | 6 | -10 | 8 | 41 | -2
COc1ccc(C2=NN(C(=O)CCCC(=O)O)C(c3cn(-c4ccccc4)nc3-c3ccccc3)C2)cc1 (stereo unspecified) | 1 | 3 | 7 | 8 | -3 | -3 | 6 | 9 | 0 | -6 | -23
CCOc1ccc(S(=O)(=O)n2c([N+](=O)[O-])cnc2C)c(C)c1C | 14 | 7 | -3 | -9 | 1 | -8 | -4 | 6 | 9 | -4 | 6
CC12C=CC3(CN(Cc4ccccc4)C(=O)C3C1C(=O)NCc1ccco1)O2 (stereo unspecified) | 6 | 3 | -2 | 1 | 5 | 4 | -16 | 21 | -15 | -15 | 8
FC(F)(F)c1cccc(NC(=S)NCc2ccccc2)c1 | 17 | 13 | 10 | 13 | 1 | -5 | -6 | 14 | -2 | 6 | -3
COc1ccc2c(c1OC)C(=O)N(c1cccc(C)c1)C2=O | . | -24 | -42 | -4 | -16 | -18 | -1 | 26 | -2 | 6 | -3
Cc1cn(C(=O)c2cccc(Br)c2)c(C)n1 | -18 | 10 | -4 | 19 | -1 | 8 | 4 | -11 | 2 | 0 | -6
CCOC(=O)[C@H]1[C@H]2COc3ccc(Br)cc3[C@@H]2N2C(=O)c3cc(F)c(F)cc3NC(=O)[C@@]12C | 14 | -9 | 4 | 3 | 1 | -14 | 1 | -11 | 8 | -11 | -2
CCn1c(CN2CCC(C)CC2)nc2cc(S(=O)(=O)N3CCCCC3)ccc21 | 1 | -15 | -3 | 6 | -1 | 1 | 10 | 3 | -5 | -5 | 2
COc1ccc(-c2nc(N)nc(N)n2)c(O)c1 | -54 | -34 | -35 | -64 | -17 | -69 | 19 | 20 | 3 | 19 | -8
Cc1cccn2c(=O)c3cc(C(N)=S)c(=N)n(CCCOC(C)C)c3nc12 | -8 | 1 | -10 | -9 | -10 | -10 | -72 | -38 | -1 | 12 | 1
CCC(=O)N1CCn2c1nc1ccccc12 | 12 | -20 | -8 | 0 | -3 | -14 | 4 | 1 | -9 | -2 | -8
COCC(=O)Nc1ccc2c(c1)OCO2 | -13 | 9 | -3 | -5 | -15 | 6 | 2 | 10 | -2 | -6 | 8
O=C(COC(=O)c1cccnc1Nc1cccc(C(F)(F)F)c1)NCCN1C(=O)CSC1=O | 24 | 2 | 4 | 9 | 16 | 9 | -17 | 3 | -2 | -5 | -5
Cc1cccc(NC(=O)C2CCCN(S(=O)(=O)c3cccs3)C2)c1C (stereo unspecified) | -3 | -2 | 9 | 0 | 7 | 10 | 6 | 19 | 0 | 5 | -4
CCOC(=O)c1[nH]c(C)c(C(=O)OCC(=O)NCc2ccc(OC)cc2)c1C | -5 | -2 | -6 | -10 | 6 | -48 | 4 | 10 | 23 | -11 | -3
Cc1cc(C)c2c(C(C)(C)C)nn(-c3ccccc3)c2n1 | -11 | 0 | -5 | 0 | -1 | -7 | 15 | 7 | 1 | -9 | 9
CCc1ccc(Nc2nnc(SCn3nnc4ccccc4c3=O)s2)cc1 | -16 | -12 | -8 | 7 | -7 | 6 | 11 | 14 | -7 | -2 | -4
COc1cc2c(cc1OC)C(c1c(-c3c(Cl)cccc3Cl)noc1C)=NCC2 | 9 | -2 | 11 | -8 | 14 | -13 | -14 | -8 | 1 | 13 | -17
O=C(CSCc1ccc(Br)cc1)NCCc1ccccc1 | -7 | -2 | -4 | -5 | -12 | 6 | -14 | -14 | -9 | -9 | 0
CCCCC1(C)OC(=O)C(=Cc2ccc(N(C)C)cc2)C(=O)O1 (stereo unspecified) | -3 | -7 | -13 | -6 | 12 | 5 | -5 | -8 | -4 | 9 | 4
COc1cccc(-c2cc3nc(Nc4ccc(OC)c(OC)c4)n(C)c(=O)c3s2)c1 | -10 | -87 | -27 | -81 | -34 | -66 | 13 | 2 | . | 31 | -15
Cc1c(C(=O)OCC(C)C)[nH]c2c1C(=O)CC(c1cccs1)C2 (stereo unspecified) | 6 | 61 | -1 | 10 | -6 | -3 | 37 | -2 | -8 | 19 | -24
Nc1nnn(-c2ccccc2)c1-c1ccccc1 | -17 | 0 | -20 | 19 | 13 | 8 | 11 | 1 | 4 | -22 | 2
Cc1ccc(N(CC(=O)NC(C)(C)C)C(=O)CNC(=O)c2cccs2)cc1C | -3 | -15 | 2 | -9 | -4 | 12 | -4 | 2 | 0 | 6 | 6
COc1cc(/C=N/Nc2nc3ccccc3s2)ccc1O | -40 | -118 | -141 | -105 | -53 | -84 | -31 | 14 | 1 | 7 | -1
COc1ccccc1-c1oc2ccccc2c1C#CCO | -17 | 3 | -15 | 4 | -12 | -2 | 1 | -7 | -10 | -6 | 5
Cc1cccc(NS(=O)(=O)c2c(C)nc3scc(C)n3c2=O)c1 | -5 | -4 | -21 | -1 | -20 | 5 | 14 | 13 | -1 | -11 | -1
COC(=O)[C@@H]1[C@@H](C#N)C2(c3ccccc3-c3ccccc32)N(c2ccc(Cl)cc2)N1C#N | -7 | 60 | -14 | -2 | 6 | 11 | 10 | 17 | 4 | -1 | -7
CC(OC(=O)CCNS(=O)(=O)c1ccccc1)C(=O)Nc1ccc(S(=O)(=O)N2CCCCC2)cc1 (stereo unspecified) | 20 | -1 | -3 | 1 | 8 | -10 | -22 | 8 | -4 | 6 | 2
CCn1c2ccccc2c2cc(NC(=O)C(C)C)ccc21 | -11 | 12 | 13 | -30 | 1 | 25 | 5 | 2 | -8 | -1 | -3
COc1ccc(CN(C)C(=O)c2ccc(NC(=O)CC3SC(N4CCCC4)=NC3=O)cc2)c(OC)c1OC (stereo unspecified) | 6 | -13 | 13 | -20 | -8 | -13 | 4 | -21 | 3 | -17 | 4
CN(C(=O)c1ccc(NC(=O)Cc2ccc(NC(=O)C3CCCN(C(=O)C4CCCCC4)C3)cc2)cc1)C1CC1 (stereo unspecified) | 7 | 1 | 8 | -3 | -34 | -8 | -3 | 14 | -5 | -11 | -2
CCc1nn(CC(=O)N2CCN(c3ccc(OC)cc3)CC2)c(=O)c2cc3occc3n12 | -2 | 16 | -32 | 10 | 7 | -18 | 6 | 10 | 0 | -2 | 6
CCCn1cnc2c(SCc3ccc(Cl)cc3)nc(N)nc21 | -9 | -4 | -11 | -5 | -10 | -18 | 35 | -29 | 29 | 2 | -8
C=C(C)Cn1c(SCCN2CCOCC2)nc2c1c(=O)[nH]c(=O)n2C | -14 | -6 | -12 | 5 | 11 | -5 | -1 | -2 | -3 | 5 | -12
C=CCOc1c(Br)cc(CNc2ccc3[nH]c(=O)[nH]c3c2)cc1OCC | 16 | -8 | 0 | -25 | 10 | 12 | 11 | 41 | 5 | -3 | 4
COc1ccc(-c2csc(N3CCOCC3)n2)cc1OC | 17 | -57 | -44 | -84 | -38 | -38 | 17 | -40 | -16 | 7 | -13
O=C(NCCC(=O)N1CCN(c2ccccc2O)CC1)c1ccc(Cl)cc1 | 8 | 16 | -8 | -5 | 9 | 13 | -3 | 7 | -4 | -6 | 2
CC(=O)Nc1nc(CCC(C)C)cc2c1c(=O)oc1ccccc12 | -19 | 9 | -4 | 3 | -3 | 12 | 4 | 7 | 1 | -6 | 2

An excerpt; the hit share may differ from the screen's.
